Compound activity deposited in PubChem by National Center for Advancing Translational Sciences (NCATS).
Menin MLL FP TR: inhibitors of human menin-MLL interaction, mutant MLL peptide; Menin + Texas Red MLL mutant peptide, fluorescence polarization; Potency, µM (titrated, usually from 61.6 µM), inactives show top-dose FP activity change, negative = inhibition, usual class: inhibitors; O00255; 270,000 tested, 0.23% active; active means well fitted inhibition curve with a large enough effect in the polarisation, with a control signal flat, not every such curve was filed as active; inconclusive means small, poorly fitted or top-dose-only effect, or effect the other way, or a change in a side signal; inactive means no such curve, though single readings can be large or run the other way; the % refers to the polarisation; further: potency means the concentration at half of the fitted maximal effect; % of control where 0% means no effect; many of its hits are not listed in these tables
KCNH2 WT inh: blocks the wildtype human KCNH2 potassium channel. Q12809. U2OS, BacMam KCNH2, thallium flux FluxOr; stronger effect = lower value. activity change, % at 1.84 µM. 340,000 tested, 0.37% active;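 active means maximum activity change below -70%; inconclusive means maximum activity change between -70% and -50%; inactive means maximum activity change above -50%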; further: on the % scale 0 is the no-effect control and ±100 the full control effect
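U2OS cells transduced with wild-type KCNH2 virus are loaded with FluxOr dye for 45 min, and thallium flux is measured in kinetic reads before and after stimulation buffer. Rate constants are normalized to DMSO controls.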
TSHR antag: blocks TSH signaling through the human TSH receptor; TSHR-expressing cells, TSH-stimulated cAMP HTRF, 2 h; stronger effect = lower value; P16473; AID 504810; 330,000 tested, 0.2% active; activity change, negative = inhibition, % at 11.5 µM;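 active means activity change below a set negative limit, meaning inhibition stronger than a set level, cut at about -70% in these data; inconclusive means activity change between two set negative limits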; further: on the % scale 0 is the no-effect control and ±100 the full control effect
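Competitive HTRF cAMP read-out (cryptate anti-cAMP antibody, cAMP-d2; 30 min, room temperature) in freshly harvested TSHR cells. Compounds added before TSH at EC80 (4nM final), followed by 2 hours' incubation at 37 deg C.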
MBNL1-CUG inh: blocks human MBNL1 binding to CUG repeat RNA | Q9NR56 | TR-FRET MBNL1-His/biotin-(CUG)12 binding, 665/545 ratio | Potency, µM (top dose mostly 57.5 µM), for inactives: at the top dose activity change, negative = inhibition, usual class: inhibitors | 280,000 tested, 0.036% active; active means well fitted inhibition curve with a large enough effect in the signal ratio, with a control signal flat, not every such curve was filed as active; inconclusive means small, poorly fitted or top-dose-only effect, or effect the other way, or a change in a side signal; inactive means no such curve, though single readings can be large or run the other way; the % refers to the signal ratio; further: potency means the concentration at half of the fitted maximal effect; on the % scale 0 is the no-effect control and ±100 the full control effect
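TR-FRET between His-tagged MBNL1 and biotin-(CUG)12 RNA, detected with Tb anti-His antibody (0.055 ng/ul) and streptavidin-XL665 (5 nM), 60 min at room temperature. Compounds titrated 92 nM to 58 uM; 665/545 nm ratio normalized to buffer and complex controls.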
GALK inhibitor: blocks human galactokinase activity; P51570; Purified GALK, Kinase-Glo residual ATP luminescence; Potency, µM (doses to about 57.5 µM), inactives show top-dose activity change, negative = inhibition, usual class: inhibitors; 270,000 tested, 0.007% active; further: potency means the concentration at half of the fitted maximal effect; on the % scale 0 is the no-effect control and ±100 the full control effect
Target sequence (P51570 whole entry, looked up): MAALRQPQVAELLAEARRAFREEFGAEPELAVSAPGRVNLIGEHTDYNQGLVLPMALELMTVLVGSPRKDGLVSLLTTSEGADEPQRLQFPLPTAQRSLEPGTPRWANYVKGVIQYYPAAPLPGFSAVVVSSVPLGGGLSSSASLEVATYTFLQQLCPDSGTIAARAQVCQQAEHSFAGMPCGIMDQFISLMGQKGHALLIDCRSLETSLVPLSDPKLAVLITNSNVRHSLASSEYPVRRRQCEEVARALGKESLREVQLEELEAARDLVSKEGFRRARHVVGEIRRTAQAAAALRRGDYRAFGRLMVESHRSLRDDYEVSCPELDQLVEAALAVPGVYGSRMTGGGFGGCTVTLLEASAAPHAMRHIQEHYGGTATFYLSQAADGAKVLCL
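Luminescence from leftover ATP (Ultra-Glo luciferase/luciferin) served as read-out after a 1 h room-temperature reaction of 5 nM GALK with 35 uM ATP and 100 uM galactose.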
BCR signal inh: inhibitors of chronic active B-cell receptor signaling; 340,000 tested, 0.05% active; ABC-DLBCL IkBa-CBG/CBR reporter, luminescence ratio, 4 h; Potency, µM (highest dose often 46.1 µM), for inactives: at the highest dose ratio change, negative = lower green/red ratio, hits mostly inhibitors; active means well fitted inhibition curve with a large enough effect in the signal ratio, with a control signal flat, not every such curve was filed as active; inconclusive means small, poorly fitted or top-dose-only effect, or effect the other way, or a change in a side signal; the % refers to the signal ratio;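 further: potency means the concentration at half of the fitted maximal effect; plate controls were basal doxycycline-induced cells for no effect and cells given 10 µM MG132 for full effect; MG132 reads +100%, hits lower the ratio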
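TMD8 human ABC-DLBCL cells with doxycycline-inducible IκBα–green luciferase fusion and unfused red luciferase, in 0.5% FBS medium; compounds up to 46 uM, 4 h at 37C. Green/red luminescence ratio, filter-overlap corrected, fitted to concentration-response curves.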
ASM inhibitor: inhibitors of human secretory acid sphingomyelinase | 340,000 tested, 0.006% active | Potency, µM (top dose mostly 57.5 µM), without a hit: at the top dose activity change, negative = inhibition, usual class: inhibitors | placental ASM, HMU-PC fluorogenic substrate, 60 min; further: potency means the concentration at half of the fitted maximal effect
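Human placenta-derived ASM preincubated with compound 10 min at room temperature, then reacted with 9 uM (final) fluorogenic HMU-PC substrate for 60 min at 37 C. Stop solution raises pH to 10; fluorescence read at Ex 386/Em 447 nm.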
PKM2 activator: activators of human pyruvate kinase M2; P14618; purified PKM2, Kinase-Glo ATP luminescence, activation; response scale: 0% is enzyme alone, no compound; Potency, µM (doses to about 57.5 µM), for inactives: top-dose activation, hits mostly activators; 260,000 tested, 0.34% active; AID 1631; further: potency means the concentration at half of the fitted maximal effect; on the % scale 0 is the no-effect control and ±100 the full control effect; nearly all actives have a fitted effect of over 55% in size
Target sequence (P14618 whole entry, looked up): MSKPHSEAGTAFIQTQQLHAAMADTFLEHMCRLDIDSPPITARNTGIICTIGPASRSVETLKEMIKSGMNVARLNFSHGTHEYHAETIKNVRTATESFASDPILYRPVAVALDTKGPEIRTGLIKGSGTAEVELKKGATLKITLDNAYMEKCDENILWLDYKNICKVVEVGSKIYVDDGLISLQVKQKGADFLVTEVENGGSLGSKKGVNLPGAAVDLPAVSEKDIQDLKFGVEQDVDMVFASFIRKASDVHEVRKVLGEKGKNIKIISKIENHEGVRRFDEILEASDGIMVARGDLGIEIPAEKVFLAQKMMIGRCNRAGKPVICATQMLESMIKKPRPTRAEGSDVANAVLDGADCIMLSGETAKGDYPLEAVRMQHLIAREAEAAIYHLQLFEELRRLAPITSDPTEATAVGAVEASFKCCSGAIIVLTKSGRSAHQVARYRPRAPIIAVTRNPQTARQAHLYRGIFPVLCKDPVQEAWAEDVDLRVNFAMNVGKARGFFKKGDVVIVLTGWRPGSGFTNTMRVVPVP
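Purified hPK-M2 (>95% pure) converted ADP (0.1 mM final) to ATP with 0.5 mM PEP in 50 mM imidazole pH7.2, KCl, MgCl2, Tween 20, BSA; 1 h at room temperature. ATP detected by Kinase-Glo luminescence.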
Mito fusion act: inhibitors of mitochondrial division or activators of mitochondrial fusion. S. cerevisiae fusion-defective mutant growth rescue, CellTiterGlo 48 h. Potency, µM (doses to about 46.1 µM), for the others: at the top dose growth rescue (activation), hits mostly activators. 320,000 tested, 0.23% active;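 further: potency means the concentration at half of the fitted maximal effect; % of control where 0% means no effect; nearly all actives have a fitted effect of over 45% in size; temperature-sensitive fusion mutants such as fzo1-1 at 37 °C on non-fermentable ethanol glycerol medium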
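S. cerevisiae fusion-defective temperature-sensitive mutants (e.g. fzo1-1, mgm1-5) grown 48 h at 37C in YPEG (ethanol/glycerol non-fermentable) medium with 23 nl compound per well; growth rescue read as CellTiterGlo luminescence.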
Eya2 phos inh: blocks the phosphatase activity of human Eya2; O00167; recombinant Eya2, OMFP fluorescence dephosphorylation (OMFP is methylfluorescein phosphate); Potency, µM (top dose mostly 76.9 µM), without a hit: at the top dose activity, negative = inhibition, most hits filed as inhibitors; 330,000 tested, 0.006% active; AID 488837; further: potency means the concentration at half of the fitted maximal effect; on the % scale 0 is the no-effect control and ±100 the full control effect
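Eya2 (0.2 uM) preincubated 10 min at ambient with compound, then OMFP substrate added at 50 uM; 10 min reaction in 50 mM HEPES pH 7.5, 50 mM NaCl, 5 uM MgCl2, 0.05% BSA, 1 mM DTT. Fluorescence read at Ex 485/Em 525 nm.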
USP2a block: USP2a (human) protease inhibition. USP2 core, Ub-CHOP2 coupled fluorogenic reporter, 485/531. 330,000 tested, 0.01% active. AID 463254. Potency, µM (highest dose often 38.3 µM), for the others: at the top dose activity change, negative = inhibition, most hits filed as inhibitors. O75604;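 further: potency means the concentration at half of the fitted maximal effect; plate controls were DMSO wells for no effect and full inhibition by NEM control for full effect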
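Deubiquitinase activity read as fluorescence (485/531 nm) after Ub-CHOP2 cleavage activates the enterokinase reporter on its substrate; USP2 core 10nM, Ub-CHOP2 and substrate 25nM each, 30min compound preincubation then 60min RT; data normalized to NEM, curves fitted.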
* hit, by the source's call; ? = inconclusive; · = no result given; [ ] = dose if it differs, or a comment. Unless noted, the call rests on the fitted dose curve; in most records, active means well fitted curve in the direction sought with a large enough effect; inconclusive means small, poorly fitted or top-dose-only effect, or another doubt; inactive means no such curve, though single readings can be large; an effect the other way counts as inactive or inconclusive. These rows are one share of the data (hit frequency here may not be typical).

SMILES | Menin MLL FP TR | KCNH2 WT inh | TSHR antag | MBNL1-CUG inh | GALK inhibitor | BCR signal inh | ASM inhibitor | PKM2 activator | Mito fusion act | Eya2 phos inh | USP2a block
CCC(C)NC(=S)NNC(=O)c1ccncc1 (configuration not stated) | 23% | -9 | 20 | -17% | -1% | 14% | 1% | -14% | 1% | -13% | -3%
O=C(NCCN1CCc2ccccc2C1)Nc1ccc([N+](=O)[O-])cc1 | 1% | 3 | -6 | ? | 1% | ? | -1% | 4% | 2% | -4% | 1%
Cc1cccc(NC(=O)CNC(=O)CSc2nnc(C(F)(F)F)n2C)c1C | · | -130* | 6 | · | · | 3% | -2% | · | -10% | 20% | 0%
Cc1cc(NC(=O)c2ccco2)ncc1NC(=O)CCc1ccccc1 | 14% | -4 | 4 | -5% | -1% | 8% | -1% | -1% | 3% | 23% | 2%
COc1ccccc1S(=O)(=O)Nc1cc(S(=O)(=O)N2CCCCC2)ccc1N1CCOCC1 | 17% | 8 | -6 | -7% | 7% | 2% | -1% | 0% | 7% | 1% | 0%
C#CCOCCOCCOCCNc1nc(N2CCOCC2)nc(N2CCN(C(=O)[C@H](Cc3cc4ccccc4[nH]3)n3cc([C@@H](N)Cc4ccc(O)cc4)nn3)CC2)n1 | ? | 9 | -5 | -18% | -1% | -7% | -4% | 1% | -1% | 2% | 3%
Cc1ccc(C(=O)Nc2ccc(N3CCN(S(C)(=O)=O)CC3)cc2)cc1C | 13% | 9 | 18 | 10% | 0% | 6% | 2% | -4% | 10% | -3% | 10%
COc1ccc(-n2c(Cc3cccn3C)nnc2SCC(=O)Nc2ccccc2F)cc1 | 2% | -3 | 3 | -1% | -2% | 6% | 4% | 8% | 5% | 2% | 4%
CC(=O)C(Sc1nn(C)c(=S)s1)C(=O)Nc1ccccc1 (configuration not stated) | -8% | -8 | 4 | -1% | -2% | ? | 0% | 6% | 2% | 3% | 0%
CN1CCN(c2ccc(Cl)cc2NC(=O)/C=C/c2ccc(F)cc2)CC1 | 2% | 9 | -6 | -1% | -1% | ? | 2% | 18% | -2% | 8% | -2%
COc1ccc(OC)c(-c2csc(NC(=O)c3ccccc3F)n2)c1 | ? | -7 | -21 | -4% | · | 3% | 28% | -2% | 0% | -2% | -1%
O=C(O)CN1CCN(Cc2ccc(F)cc2Cl)C1=O | ? | 5 | -3 | 60%[activator] | -1% | 1% | 7% | -5% | -1% | 5% | 4%
OC1CCCN(Cc2nc(Cc3ccccc3Cl)no2)C1 (configuration not stated) | -3% | 22 | -21 | -11% | 1% | ? | -1% | -1% | 2% | -7% | 0%
CN(C)c1nc(Nc2ccccc2)nc(N(C)C)n1 | 26% | 29 | 5 | -5% | 4% | 14% | -3% | -6% | 0% | -5% | -8%
CC(=O)c1ccc(NC(=O)C(C)OC(=O)COc2ccc(C#N)cc2)cc1 (configuration not stated) | 3% | 0 | -7 | -2% | -4% | 4% | -3% | -8% | 0% | -22% | 1%
O=C(CSc1cn(Cc2ccccc2)c2ccccc12)N1CCOCC1 | 5% | 1 | 0 | ? | -3% | 6% | -2% | -9% | 6% | -2% | 1%
COc1ccccc1-c1noc(CCC(=O)Nc2cccc(C)c2)n1 | 19% | -2 | 3 | -8% | -2% | -16% | -1% | 4% | -2% | 7% | 4%
COC(=O)c1c(NC(NC(=O)c2ccccc2)(C(F)(F)F)C(F)(F)F)sc2c1CCN(C)C2 | 0% | -4 | -2 | -4%[11.5 µM] | · | -6% | 2% | -1% | ? | 2% | 2%
CC(=O)Nc1coc2ccc(Br)cc12 | 2% | 16 | 2 | -8% | 5% | -19% | 0% | -4% | 10% | -5% | 3%
O=C(OCc1nnc(-c2ccccc2)o1)c1ccc([N+](=O)[O-])o1 | · | -5 | 1 | · | · | 0% | -5% | · | 1% | -10% | 0%
CCc1ccc(NC(=O)C2CCN(c3c(N4CCCC4)c(=O)c3=O)CC2)cc1 | -6% | -40 | -4 | -1% | 5% | -8% | 0% | 6%[0.46 µM] | 4% | 7% | 1%
O=C(COC(=O)C1CC(=O)N(c2ccc3c(c2)OCCO3)C1)NC1CCCc2ccccc21 (configuration not stated) | -14% | 0 | -10 | -18% | 3% | -1% | 1% | 2% | 2% | 4% | -2%
CCc1cccc(CC)c1NC(=S)NCC(c1cccnc1)N1CCOCC1 (configuration not stated) | -12% | -2 | 5 | -6% | 0% | 0% | 3% | 1% | -1% | -12% | 0%
O=C(N=C1SC2CS(=O)(=O)CC2N1Cc1ccccc1)C1CCCO1 (configuration not stated) | 11% | -4 | 4 | 4% | -6% | 2% | 5% | · | -2% | 10% | 2%
CC1CCN(C(=O)CC(NC(N)=O)c2ccccc2Cl)CC1 (configuration not stated) | 21% | 30 | -23 | -2% | 1% | -12% | -4% | 0% | 4% | 9% | 0%
O=C(NC1CCN(Cc2ccccc2)CC1)C1CCCN(S(=O)(=O)c2cccc3nonc23)C1 (configuration not stated) | -7% | 5 | -1 | ? | 0% | 0% | 0% | 9% | 1% | 9% | 4%
CCOC(=O)c1cccc(NC(=O)CN(c2ccc(C)cc2)S(=O)(=O)c2c(C)n[nH]c2C)c1 | 23% | 5 | -8 | -8% | 3% | ? | -11% | 0% | -1% | -24% | -1%
CC(=O)N1C(=O)N(C)C2C1N(C)C(=O)N2C(C)=O (configuration not stated) | 9% | · | 1 | -1% | 4% | -1% | · | -7% | 3% | 2% | -4%
O=C1[C@H]2[C@@H](/C=C/c3ccccc3)N3C(=O)CN(Cc4ccccn4)C(=O)[C@@]3(Cc3ccccc3)[C@H]2C(=O)N1c1ccccc1 | 3% | 8 | -4 | 9% | · | -3% | 2% | -1% | 1% | -1% | 3%
CCc1ccccc1N(CC(=O)NCc1ccccc1)C(=O)CCC(=O)Nc1ccccn1 | -27% | -1 | -12 | -7% | -3% | -1% | 6% | 1% | -3% | 5% | 1%
CN1CCN(c2ccc(Cl)cc2NC(=O)CCN2C(=O)c3ccccc3C2=O)CC1 | -4% | -3 | 1 | -5% | -2% | -2% | 14% | 0% | 7% | 18% | -1%
CCCC(=O)Nc1c(C(=O)OCC)[nH]c2ccccc12 | -13% | -2 | 26 | 2% | 1% | 4% | -2% | 4% | -6% | -10% | -1%
COc1cccc(C2NC(=S)NC3=C2CCc2ccccc23)c1 (configuration not stated) | -7% | -8 | -17 | -29% | 1% | -2% | 9% | 0% | 0% | -3% | -1%
CCOC(=O)C1(Cc2cccc(OC)c2)CCN(Cc2cccn2-c2nccs2)CC1 | -24% | -83* | -2 | 5% | 8% | 8% | 2% | 1% | 1% | -9% | 0%
CCOc1ccccc1N1CCN(C(=O)/C=C/c2cccc([N+](=O)[O-])c2)CC1 | -9% | 7 | 5 | ? | 1% | -11% | -10% | -5% | 19% | -14% | 2%
Cc1ccc(N2C(=O)c3ccccc3NC2C(C)Cc2ccc3c(c2)OCO3)cc1 (configuration not stated) | -9% | -10 | 91 | -12% | -2% | ? | 258%[activator] | 12% | ? | 3% | 1%
CCOc1ccccc1NC(=O)NC(C)c1ccncc1 (configuration not stated) | 10% | -8 | 3 | 7% | 0% | 3% | 6% | 4% | 0% | -6% | 2%
CCN(CC)C(=S)SCC(=O)c1ccccc1 | 19% | -4 | -15 | 2% | · | -9% | 9% | -1% | -4% | -13% | 0%
O=C(NC(=S)NCC1CCCO1)c1ccc(Cl)cc1Cl (configuration not stated) | -10% | -1 | 0 | -7% | 2% | ? | -2% | 5% | -3% | -22% | 3%
